# 3CLpro inhibitor: SARS-CoV 3CLpro protease inhibition. inhibition, % at 6 µM. recombinant SARS-CoV 3CLpro, quenched FRET peptide cleavage. P0C6X7. AID 1706. hit rate 0.14% among 290,000; in the data active means inhibition above about 12%
# CCHF vOTU inh: CCHFV vOTU protease inhibition | inhibition, % at 11.5 µM | Pep-AMC fluorescence | AID 651958 | hit rate 0.55% among 370,000; in the data active means inhibition above about 30%; further: 0% = vehicle wells with enzyme and 100% = no enzyme wells
# PriA SSB inh: blocks PriA binding to SSB C-terminal tail; AlphaScreen SSBct-PriA binding, biotinylated peptide; inhibition, % at 33 µM; hit rate 0.6% among 430,000; AID 1272365; in the data active means inhibition mostly above about 37%, no sharp cut-off; inactive means mostly below about 20%;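 further: plate controls were negative control peptide for no effect and reference peptide for full effect; strong numbers were not always called active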
# MazF activator: activators of E. coli MazEF toxin-antitoxin RNase | P0AE70 | activation, % at 20 µM | AID 504720 | hit rate 0.32% among 350,000 | FAM/BHQ RNA-DNA oligo cleavage fluorescence, 5 h; in the data active means activation above about 50%
# Rv3671c inh: Rv3671c (M. tuberculosis) protease inhibition; hit rate 0.048% among 320,000; P9WHR9; inhibition, % at 5.96 µM; AID 2606; in the data active means inhibition above about 38%;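 further: extracellular domain of Rv3671c used as enzyme; 0% = enzyme with DMSO and 100% = no enzyme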
# PrPC surface inh: cell surface PrPC inhibition, primary TR-FRET screen. TR-FRET read-out. inhibition, % at 13.8 µM. hit rate 0.43% among 370,000; in the data active means inhibition above about 24%; further: 0% = median of the test wells and 100% = reference compound wells
# Anthrax LF prot: blocks Bacillus anthracis lethal factor protease; multiplex microsphere protease cleavage assay, LF; inhibition, % at 10 µM; hit rate 0.12% among 360,000; AID 588501; further: plate controls were buffer without enzyme for full effect and enzyme alone for no effect
# Target sequence (P15917 whole entry, looked up): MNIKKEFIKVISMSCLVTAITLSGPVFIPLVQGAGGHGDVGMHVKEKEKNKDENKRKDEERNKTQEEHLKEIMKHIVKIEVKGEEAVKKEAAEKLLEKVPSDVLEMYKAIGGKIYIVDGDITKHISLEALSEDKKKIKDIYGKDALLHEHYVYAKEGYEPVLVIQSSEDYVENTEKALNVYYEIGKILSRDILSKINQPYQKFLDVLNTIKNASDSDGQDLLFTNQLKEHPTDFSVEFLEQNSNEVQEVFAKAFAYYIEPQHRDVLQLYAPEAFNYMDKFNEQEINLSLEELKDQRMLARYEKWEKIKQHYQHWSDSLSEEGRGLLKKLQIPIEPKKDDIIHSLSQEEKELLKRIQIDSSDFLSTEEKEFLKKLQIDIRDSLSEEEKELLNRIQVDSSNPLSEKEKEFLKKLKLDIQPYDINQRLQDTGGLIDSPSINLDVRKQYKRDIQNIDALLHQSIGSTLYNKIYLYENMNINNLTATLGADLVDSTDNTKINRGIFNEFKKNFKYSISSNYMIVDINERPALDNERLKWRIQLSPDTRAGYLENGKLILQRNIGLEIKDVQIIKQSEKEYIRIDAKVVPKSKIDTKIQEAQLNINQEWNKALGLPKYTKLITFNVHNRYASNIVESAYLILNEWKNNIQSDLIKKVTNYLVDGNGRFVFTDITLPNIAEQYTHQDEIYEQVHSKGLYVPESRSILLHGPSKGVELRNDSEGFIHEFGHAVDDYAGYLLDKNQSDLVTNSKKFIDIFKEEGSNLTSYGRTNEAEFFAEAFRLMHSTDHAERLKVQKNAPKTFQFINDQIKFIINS
# VHR inh abs: DUSP3 (human) phosphatase inhibition. P51452. recombinant VHR phosphatase, pNPP absorbance. inhibition, % at 13.3 µM. hit rate 0.52% among 290,000. AID 1654; in the data active means inhibition above about 50%; further: some compounds called inactive have numbers as strong as hits
# Target sequence (P51452 whole entry, looked up): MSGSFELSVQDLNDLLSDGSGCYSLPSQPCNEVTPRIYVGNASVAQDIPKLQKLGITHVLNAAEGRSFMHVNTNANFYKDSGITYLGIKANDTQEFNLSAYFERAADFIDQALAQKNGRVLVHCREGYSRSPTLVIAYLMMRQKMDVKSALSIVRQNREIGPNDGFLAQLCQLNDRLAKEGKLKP
# BoNT F protease: blocks Botulinum neurotoxin F light chain protease | Multiplex microsphere protease cleavage assay, flow cytometry | inhibition, % at 10 µM | hit rate 0.22% among 360,000 | AID 588497; in the data active means inhibition above about 35%, passing the limit was not always enough; inconclusive means no clear call, values can overlap the other calls; further: plate controls were buffer without enzyme for full effect and enzyme alone for no effect
# BoNT A protease: blocks Botulinum neurotoxin A light chain protease; inhibition, % at 10 µM; hit rate 0.17% among 360,000; AID 588499; multiplex microsphere protease substrate cleavage, flow cytometry; further: plate controls were buffer without enzyme for full effect and enzyme alone for no effect
# Numbers without * were called inactive; u = inconclusive; x = no result given; & = joins results of further samples. Unless noted, no stated cut-off is given here; in the data, active means inhibition above about 30%; inconclusive means no clear call, values can overlap the other calls; inactive means below that. An excerpt, so the mix of outcomes need not match the whole.
# Start of the data: the first ten compounds (preview)
SMILES,3CLpro inhibitor,CCHF vOTU inh,PriA SSB inh,MazF activator,Rv3671c inh,PrPC surface inh,Anthrax LF prot,VHR inh abs,BoNT F protease,BoNT A protease
COc1ccc(CN(C(=O)COc2ccccc2)c2ccccc2C(=O)O)cc1,2.1,7.9,-14.2,-3.7,-0.4,-1.4,-3.1,13.3,0.4,1.4
CCN(CC)C(=O)c1cc(-c2ccc(Br)cc2)on1,0.5,-9.2,-12.0,-8.1,1.2,-3.4,1.1,18.8,0.8,1.4
Cc1ccc(S(=O)(=O)NCC(c2cccnc2)N2CCOCC2)cc1 (centres undefined),-2.5,-9.3,-4.3,1.3,9.7,0.2,1.3,16.0,0.5,0.0
CCCN(Cc1ccccc1)C(=S)Nc1cccc(C)c1C,2.8,-0.6,-0.8,12.5,-11.2,7.4,-5.2,-2.7,-1.8,-0.2
CCCc1nc2c3ccccc3ccn2c1Cc1ccc(OC)cc1C,x,22.4,x,x,x,6.3,u,x,u,u
COc1ccccc1N1CCN(C(=O)C2CCC(CNS(=O)(=O)c3ccc(NC(C)=O)cc3)CC2)CC1 (centres undefined),-0.3,5.0,-6.8,8.8,x,-1.8,-8.1,-2.0,-0.9,-1.1
Clc1ccc(Cl)c(OCCN2CCOCC2)c1,-0.3,-4.2,-2.4,5.8,5.6,0.8,1.3,18.2,-0.8,0.4
O=C(Cc1ccccc1)Nc1cccc(NC(=O)c2ccccc2)c1,0.1,4.5,-6.5,16.9,-7.3,30.2*,-15.0,-32.2,-34.8,-6.3
Cn1c(-c2ccccc2)nc2cnccc21,-0.2,-7.3,-1.4,9.8,1.3,0.5,0.5,13.1,-0.7,-0.4
CCN(CC)CCCNC(=S)N(CCCO)Cc1cc2cc3c(cc2[nH]c1=O)OCO3,-0.8,-15.4,-8.1,5.3,4.4,4.2,-0.9,31.9,-8.9,-1.2

# Main list, from the first entry:
SMILES,3CLpro inhibitor,CCHF vOTU inh,PriA SSB inh,MazF activator,Rv3671c inh,PrPC surface inh,Anthrax LF prot,VHR inh abs,BoNT F protease,BoNT A protease
COc1ccc(CN(C(=O)COc2ccccc2)c2ccccc2C(=O)O)cc1,2.1,7.9,-14.2,-3.7,-0.4,-1.4,-3.1,13.3,0.4,1.4
CCN(CC)C(=O)c1cc(-c2ccc(Br)cc2)on1,0.5,-9.2,-12.0,-8.1,1.2,-3.4,1.1,18.8,0.8,1.4
Cc1ccc(S(=O)(=O)NCC(c2cccnc2)N2CCOCC2)cc1 (centres undefined),-2.5,-9.3,-4.3,1.3,9.7,0.2,1.3,16.0,0.5,0.0
CCCN(Cc1ccccc1)C(=S)Nc1cccc(C)c1C,2.8,-0.6,-0.8,12.5,-11.2,7.4,-5.2,-2.7,-1.8,-0.2
CCCc1nc2c3ccccc3ccn2c1Cc1ccc(OC)cc1C,x,22.4,x,x,x,6.3,u,x,u,u
COc1ccccc1N1CCN(C(=O)C2CCC(CNS(=O)(=O)c3ccc(NC(C)=O)cc3)CC2)CC1 (centres undefined),-0.3,5.0,-6.8,8.8,x,-1.8,-8.1,-2.0,-0.9,-1.1
Clc1ccc(Cl)c(OCCN2CCOCC2)c1,-0.3,-4.2,-2.4,5.8,5.6,0.8,1.3,18.2,-0.8,0.4
O=C(Cc1ccccc1)Nc1cccc(NC(=O)c2ccccc2)c1,0.1,4.5,-6.5,16.9,-7.3,30.2*,-15.0,-32.2,-34.8,-6.3
Cn1c(-c2ccccc2)nc2cnccc21,-0.2,-7.3,-1.4,9.8,1.3,0.5,0.5,13.1,-0.7,-0.4
CCN(CC)CCCNC(=S)N(CCCO)Cc1cc2cc3c(cc2[nH]c1=O)OCO3,-0.8,-15.4,-8.1,5.3,4.4,4.2,-0.9,31.9,-8.9,-1.2
COC(=O)c1ccc(CNC(=O)COc2ccccc2Br)o1,-3.0,4.6,-8.7,-2.4,-4.0,-6.5,-0.7,10.0,-5.7,-0.7
COc1ccc(NC(=O)/C(C#N)=C/c2ccc(-c3ccc(Cl)c(C(=O)O)c3)o2)cc1,11.6,-14.7,-8.0,4.4,x,-5.3,-15.4,4.9,-9.7,-3.9
COc1ccc(C)cc1C1=Nc2ccccc2C1(C)C,-3.0,-15.9,-19.1,0.8,-0.3,2.0,-1.7,1.7,-3.3,-0.7
O=S(=O)(/N=C(/c1ccccc1)N1CCCCCC1)c1ccccc1,4.9,23.6,x,-13.8,-1.2,-1.4,-3.4,16.7,1.9,-1.6
CCC(C)(C)C1CCc2[nH]nc(C(=O)NCc3ccccn3)c2C1 (centres undefined),x,12.7,2.9,4.9,5.7,6.4,0.8,x,-3.0,-0.8
CCOc1ccc(NC(=O)c2ccc3c(c2)C(=O)N(Cc2ccncc2)C3=O)cc1,x,-1.7,0.0,8.2,x,-0.8,-2.4,x,-24.6,1.2
CCN(CC)c1ccc(NC(=O)c2ccccn2)cc1S(=O)(=O)Nc1ccccc1OC,x,15.0,13.2,-7.4,x,-14.1,-4.6,x,-4.4,0.6
CC(C)n1c(SCC(=O)NC2CC2)nnc1C1CC1,1.1,5.3,-2.8,3.8,1.2,-5.3,4.3,0.3,-4.4,-1.0
O=[N+]([O-])c1ccc2c(c1)-c1ccccc1C2O (centres undefined),x,-12.2,x,14.9,x,-12.2,-4.9,x,-7.0,-0.3
COc1cccc(N2CCN(C3CC(=O)N(c4ccc(Cl)cc4)C3=O)CC2)c1 (centres undefined),2.5,13.8,-7.2,-6.9,1.6,6.6,3.0,14.2,-1.5,0.5
COc1ccc(/C=C/C2=NN(C)C(=O)CC2)cc1,2.9,x,-8.6,-6.6,-1.3,x,2.3,12.3,0.8,0.0
CC(=O)NCCNC(=O)C1Cc2c(-c3ccc(Cl)cc3)ccnc2O1 (centres undefined),x,-3.7,x,x,x,-5.3,-1.8,x,-6.9,-1.0
CCOC(=O)C1=C(C)NC(SCC(N)=O)=C(C#N)C1c1ccccc1 (centres undefined),-8.3,2.2,-11.9,2.5,2.6,-7.7,-3.4,26.9,-13.1,-0.6
O=C(CCC1CCCCC1)NCCN1C2=NC[C@H](Cc3ccccc3)N2C[C@H]1Cc1ccc(O)cc1,1.1,3.8,-0.6,22.3,-1.1,-4.4,-11.1,3.1,-35.9,-0.6
COc1ccc(C)cc1NC(=O)c1cc2c(=O)n3ccccc3nc2n1C,-3.1,-21.5,-5.3,-13.0,-0.9,-4.5,-5.1,17.6,-9.1,-1.0
O=C(COC(=O)C1CC1)NC(=O)c1ccccc1,x,8.9,5.5,3.6,1.9,1.1,-7.1,x,-5.6,-0.5
Cc1cnc(Nc2nc3ccccc3o2)nc1C(=O)Nc1cccc(C(F)(F)F)c1,-5.5,13.9,5.8,-37.1,-4.9,-0.3,1.7,5.5,9.3,-0.1
O=C(COc1ccc(Br)cc1)NCCCNC(=O)c1cccnc1,-2.0,-5.7,11.4,-9.0,3.1,-5.1,1.3,19.2,4.1,0.6
CCOc1cc(/C=C2/C(=N)N3OC(C)=CC3=NC2=O)ccc1OC,0.0,3.2,-12.7,5.6,-9.3,-3.8,-0.4,-0.5,-3.9,0.0
Cc1cccc(CS(=O)(=O)c2ncc(Cl)c(C(=O)Nc3ccc(F)cc3)n2)c1,-3.1,-3.2,-7.8,-9.1,-11.0,54.3*,-4.7,-9.1,6.4,-0.8
COc1ccc(OC)c(C2C(C(=O)c3ccc(C)o3)=C(O)C(=O)N2CCCN2CCOCC2)c1 (centres undefined),0.6,3.6,-2.5,2.9,-6.9,3.1,-0.8,x,-1.2,0.2
CC(C)CCN1CCN(CCCc2ccccc2)CC1CCO (centres undefined),3.7,-9.4,2.6,7.0,1.7,4.9,-5.7,30.0,u,0.6
CCC(C)(C)n1nnnc1C(c1cc(OC)ccc1OC)N1CCN(Cc2ccccc2)CC1 (centres undefined),4.7,-0.2,8.0,3.5,-0.9,4.3,-1.6,12.9,-0.3,0.1
NC(=O)N/C=C1\CCCOC1=O,x,9.7,x,6.2,x,-3.8,1.5,x,-5.3,-0.3
CC1(C)CC(=O)C(C2(O)C(=O)Nc3ccccc32)CO1 (centres undefined),2.0,-9.4,3.1,-1.0,1.8,-7.0,0.3,-7.7,-2.5,-0.8
NS(=O)(=O)c1ccc(CNC(=O)c2ccc(Br)o2)cc1,-5.1,-7.7,-16.2,7.8,-4.7,-6.1,-3.7,6.4,14.4,1.1
CC1(C)C2CCC(C2)C1(C)NC(=O)C[N+](C)(C)C (centres undefined),1.5,-9.0,-5.0,4.0,4.0,-2.6,2.4,12.8,-4.7,-1.1
Cc1ccccc1C(=O)NC(NCC1CCCO1)C(Cl)(Cl)Cl (centres undefined),1.2,-4.4,5.6&-1.0,0.6,-1.2,2.6,2.7,16.7,2.2,-0.4
O=C(Nc1c(F)c(F)c(F)c(F)c1F)C1CCCCC1,-5.4,10.7,9.2,-2.7,0.1,8.0,1.1,-14.1,-4.0,-0.3
O=C(NCc1ccccc1Cl)C1CCCN(C(=O)Nc2ccc(F)cc2)C1 (centres undefined),-5.6,17.1,4.1,7.5,0.3,11.0,1.1,12.5,-4.2,2.1
O=C(CN1C(=O)NC2(CCCCCC2)C1=O)c1ccc2c(c1)OCCO2,-1.4,19.3,-17.3,2.2,2.1,5.0,-1.1,31.3,-19.8,-0.4
CCN1CCN(S(=O)(=O)c2ccc(OC)cc2)CC1,-4.1,-12.8,-20.8,1.6,11.0,-7.0,-1.9,0.3,u,4.8
COc1ccc(CN(CCC(C)C)S(=O)(=O)c2ccccc2Br)c(OC)c1,x,26.4,-3.4,-3.2,x,7.2,-6.9,x,-3.4,-0.2
CCc1nc(-c2ccccc2)c2ccccn12,3.2,-7.0,-7.7,1.0,-7.0,1.3,-3.0,-21.2,-6.1,-1.0
COc1ccc(C(=O)/C=C/Nc2ccc([N+](=O)[O-])cc2)cc1,3.2,-13.3,1.4,0.1,5.9,4.5,3.3,2.1,0.2,6.5
O=C(CNC(=O)c1cccs1)NCC(=O)OCc1c(F)cccc1Cl,2.4,-1.5,-9.3,7.0,6.0,2.0,4.0,5.2,-3.5,-0.5
O=C(/C=C/c1ccccc1)c1ccc2c(c1)OCCCCO2,3.6,13.5,9.6,1.0,5.9,-3.1,-1.4,16.7,-37.3,-1.8
O=C(CC1SC(=NCC2CCCO2)NC1=O)Nc1cccc2ccccc12 (centres undefined),2.8,-15.7,-7.6,4.0,-10.8,-4.9,-0.8,-0.8,-5.9,-0.1
C=CCNC(=O)CSc1nc2sc3c(c2c(=O)n1CCCOC)CCC3,2.2,5.2,-3.4,-18.2,3.8,-1.5,3.9,9.2,u,3.0
O=C(COc1ccccc1)OCC(=O)c1ccc(O)cc1O,x,4.8,-20.1,5.3,-11.7,4.7,-8.2,x,-4.6,1.2
Cc1ccc(C(=O)Nc2c(N)nc(SCC(=O)Nc3cc(C)on3)[nH]c2=O)cc1,-0.4,-6.7,-17.0&-1.7,-3.8,5.3,0.2,-8.7,14.5,3.1,-2.1
Cc1ncc(CN2CCCC(C(=O)c3ccc(C(C)(C)C)cc3)C2)s1 (centres undefined),-0.9,8.9,6.3,-5.6,0.3,9.4,-2.6,-14.5,4.4,0.5
Cc1ccc(OCc2ccc(C#N)cc2)c(C(=O)c2cc(C#N)c(=O)n(C3CC3)c2)c1,3.5,-3.8,-2.1,3.5,-9.6,3.8,1.1,17.6,-0.5,0.2
